Screening data as filed in PubChem BioAssay.
Wnt act = Wnt/beta-catenin pathway activators, primary screen, cell-based, plate reader, single point. Wnt/beta-catenin reporter cell assay, activator. activation, % at 9.35 µM. 300,000 compounds, 1.2% hits. AID 743398, 2014; in the data active = activation above about 30%, passing the limit was not always enough;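 note: 0% = neutral control wells and 100% = positive control wells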
Active calls of the source: *; & = joins results of further samples. These rows are one share of the data (hit frequency here may not be typical).

Wnt act | Structure
-3 | Cc1ccc(NC(=O)c2ccco2)cc1
7 | COC(=O)c1ccc2nc(-c3ccc(F)cc3)c(Cc3ccc(OC)cc3C)n2c1
-1 | Cc1cccc(C)c1NC(=O)C1c2ccccc2OCC(=O)N1Cc1ccc2c(c1)OCO2 (centres undefined)
-1 | COc1ccccc1NC(=O)N(C)C[C@@H]1OCc2cnnn2CCCC(=O)N([C@@H](C)CO)C[C@@H]1C
0 | O=C(COc1cccc(Br)c1)N/N=C/c1ccc2c(c1)OCCO2
-3 | CC(C)C(=O)N1CCCC1(C)C(=O)Nc1ccc(-n2cccc2)cc1 (centres undefined)
5 | COc1ccc(CNC(=O)c2ccc(Br)cc2)cc1
0 | Cc1cc(Cl)ccc1C(O)c1ncc(-c2cccc(C(F)(F)F)c2)[nH]1 (centres undefined)
1 | Cc1ccc2c(c1)N(Cc1ccccc1)C(=O)C(C)S2 (centres undefined)
0 | Cc1cccc(CN2CCN(C3CN(Cc4cn(Cc5ccccc5F)nn4)S(=O)(=O)C3)CC2)c1 (centres undefined)
-4 | Cc1nnc(Cc2ccccc2)c2n[nH]c(C)c12
1 | O=C(c1ccco1)N1CCN(C(=O)c2ccc(CS(=O)c3ccc(Br)cc3)o2)CC1 (centres undefined)
-2 | COc1cccc(Cn2cnc(-c3ccccc3OC)c2-c2ccco2)c1
-1 | C[C@H](CO)N1C[C@H](C)[C@H](CN(C)S(=O)(=O)c2ccc3c(c2)OCCCO3)OCc2cnnn2CCCC1=O
-2 | O=C(NCc1csc(-c2cccs2)n1)Nc1ccc(C(F)(F)F)cc1
1 | CC(=C/c1ccco1)/C=N/NC(=O)c1ccncc1
5 | OC[C@@H]1CN(CCN2CCOCC2)C[C@H](n2cnc3c(N4CCCC4)ncnc32)O1
-2 | Cn1ncc2c(=S)[nH]c(=S)[nH]c21
-3 | COc1ccc(CNC(=O)c2ccc(-c3cccnc3)c3ccoc23)cc1OC
-1 | OCC[C@@H]1C[C@H](O)[C@@H](O)[C@@]2(OCCc3cc(Cl)ccc32)O1
-3 | C#CCN(C[C@@H]1[C@@H](OC(=O)NCC2CCCCC2)[C@@H](OC(=O)NCC2CCCCC2)CN(C(=O)OC(C)C)N1C(=O)OC(C)C)S(=O)(=O)c1ccc(C)cc1
-1 | Nc1ncc(-c2ccc(F)cc2)nc1N1CCN(CCO)CC1
23 | CNc1cncc(-c2ccc(CN(C)C)cc2)n1
1 | CC1(C(=O)NS(=O)(=O)c2cccc(Cl)c2)CCN1C(=O)C1(c2ccc(Cl)cc2)CCC1 (centres undefined)
-2 | COC(=O)[C@@]12C[C@@H](CC(=O)N3CCOCC3)C(=O)N(CCc3ccc(OC)c(OC)c3)C1=CCC(C)(C)C2

Four of the compounds above, with each value named.
Cc1nnc(Cc2ccccc2)c2n[nH]c(C)c12
  Wnt act: -4
O=C(c1ccco1)N1CCN(C(=O)c2ccc(CS(=O)c3ccc(Br)cc3)o2)CC1 (centres undefined)
  Wnt act: 1
COc1cccc(Cn2cnc(-c3ccccc3OC)c2-c2ccco2)c1
  Wnt act: -2
C[C@H](CO)N1C[C@H](C)[C@H](CN(C)S(=O)(=O)c2ccc3c(c2)OCCCO3)OCc2cnnn2CCCC1=O
  Wnt act: -1

Continued.
Wnt act | Structure
-2 | CC(C)C1C(=O)N(Cc2cn(CCC3OCCO3)nn2)CCS(=O)(=O)N1Cc1ccc(-c2ccccc2)cc1 (centres undefined)
-3 | COc1ccc(Cc2c(-c3ccc(OC)c(OC)c3)nc3ccc(C)cn23)c(C)c1
0 | CC1(c2nnnn2Cc2ccccc2)CCC(=O)N1Cc1cccs1 (centres undefined)
1 | CCOC(=O)[C@@H](C)N1[C@@H](C)[C@H](c2ccccc2)Oc2ccc(Cl)cc2S1(=O)=O
-4 | COC(=O)C1Cc2c([nH]c3ccccc23)C2CCC(=O)N12 (centres undefined)
-5 | COc1ccc(C2NC(=S)N(Cc3ccc(Cl)cc3)C(C)=C2C(C)=O)cc1 (centres undefined)
5 | N/C(=N\C(=S)Nc1ccc2c(c1)OCO2)c1ccccc1
2 | COc1ccc(CC(N)c2csc(NC(=O)Nc3ccc(F)cc3)n2)cc1 (centres undefined)
-1 | COc1ccc(S(=O)(=O)N(C)C[C@@H]2OCCCC[C@@H](C)Oc3ccc(NC(=O)NC(C)C)cc3C(=O)N([C@H](C)CO)C[C@@H]2C)cc1
-2 | COc1cccc(CNC(=S)Nc2ccc3c(c2)c(=O)n(C)n3Cc2csc(C)n2)c1
-1 | CCn1cc(/C=C(\NC(=O)c2ccccc2)C(=O)NCCCn2ccnc2)c2ccccc21
-4 | COCCNC(=O)C1(C)CCN(C(=O)c2ccc3ccccc3n2)C1 (centres undefined)
-1 | CC1=C(C(=O)N2CCCCCC2)CC(CC(=O)NCc2cccs2)C(=O)N1Cc1ccccc1 (centres undefined)
9 | CCOC(=O)N1Cc2cc3ccccc3nc2C1
-2 | CCN1C(=O)CSC1=Nc1ccc(C(=O)OC)cc1
-2 | CNC(=O)C1Cc2c(-c3ccc(Cl)cc3)ccnc2O1 (centres undefined)
-5 | NC(Cc1ccccc1)c1csc(Nc2nccc(C(F)(F)F)n2)n1 (centres undefined)
-3 | O=C(NCC1CCN(C(=O)C(=O)c2cc3ccccc3o2)CC1)c1ccc2c(c1)OCO2
-1 | CN(CCO)c1cccc2c1S(=O)(=O)N[C@H](Cc1ccccc1)CO2
-5 | CC(C)C[C@@H](CN1CCC[C@@H]1CN1C(=O)C(=O)NC[C@@H]1Cc1ccc(O)cc1)N1C[C@H](Cc2ccc(O)cc2)N(CC2CCCCCC2)C(=O)C1=O
-2 | CSc1ncnc2c1ncn2CCCNC1CCN(Cc2ccccc2)CC1
-1 | CC(NS(=O)(=O)c1ccc(Br)cc1F)[C@H](O)c1ccccc1 (some centres undefined)
-2 | O=CNc1cc(-c2ccccc2Oc2ccccc2)cn2c(-c3ccc(F)cc3)cnc12
0 | C[C@@H]1CN([C@@H](C)CO)C(=O)CCCn2nncc2CO[C@H]1CN(C)S(=O)(=O)c1cccc(F)c1
-1 | Cn1ccc2c(N3CCCC3)cc3c(c21)C1CCC3C1 (centres undefined)
-3 | CCCCCCCCN1C(=O)[C@@H](CC(=O)NCCCC)C[C@@]2(C(=O)OC)C1=C[C@H](C(C)(C)C)O[C@@H]2C
-6 | COC(=O)[C@@]12C[C@@H](CC(=O)NCCc3ccccc3OC)C(=O)N(Cc3cccc4ccccc34)C1=CCC(C)(C)C2
-5 | CCc1nc2c(OCc3ccc(C(=O)OC)cc3)cccn2c1N(C)C(=O)CC(C)C
0 | CC(C)C[C@@H]1Cc2[nH][nH]c(=O)c2[C@H](C)O1
-2 | COc1ncnc2c1ncn2CCCNCc1ccccc1
-1 | CCCC(=O)N1CCC1(C)C(=O)NS(=O)(=O)c1ccccc1Cl (centres undefined)
-2 | Cc1ccc(NC(=O)C2(C)CCN2Cc2cccc3c2OCO3)cc1O (centres undefined)
-3 | O=S1(=O)CC(N2CCCCC2)CN1CCc1ccccc1 (centres undefined)
-2 | Cc1ccc(C)c(NC(=O)COC(=O)c2c(-c3ccccc3)noc2C)c1
-2 | CC(C)(C)OC(=O)N1O[C@H]2C=C[C@@H]1C2
-1 | CC(=O)NC(c1ccc(F)c(F)c1)c1nc(-c2ccc3c(c2)OCO3)cs1 (centres undefined)
-5 | CCOC(=O)[C@]12CCC=C1N(Cc1ccco1)C(=O)[C@H](CC(=O)NCC13CC4CC(CC(C4)C1)C3)C2
-3 | Cc1ccc(CSC2=NCCN2S(=O)(=O)c2ccc(C)cc2)cc1
5 | CC1=C(C(=O)Nc2cc(C(=O)NCc3ccccc3)ccc2C)SCCO1
-2 | COc1ccc(CC(N)c2csc(NC(=O)Nc3ccccc3Oc3ccccc3)n2)cc1 (centres undefined)
0 | Cc1ccc(S(=O)(=O)N2C3CCCCC3O[C@H]2CC(=O)OCc2ccccc2)cc1 (some centres undefined)
-1 | CCCNC(=O)C1(C)CCCN(C(=O)c2c(F)ccc(C)c2F)C1 (centres undefined)
0 | Cc1cc(C(F)(F)F)c2c(N)c(C(=O)NCc3ccc(Cl)cc3)sc2n1
18 | O=C1/C(=C\c2ccco2)SC(=S)N1C1CCS(=O)(=O)C1 (centres undefined)
0 | CCCCNC(=O)c1nc(C2CCN(S(=O)(=O)c3cccc(C(F)(F)F)c3)CC2)oc1-c1ccccc1
-2 | CCOc1ccc2nc(N/C(N)=N/S(=O)(=O)c3ccc(C)cc3)nc(C)c2c1
-3 | CC1(C(=O)NS(=O)(=O)c2ccccc2Cl)CCN1C(=O)COc1ccc(Cl)cc1 (centres undefined)
-3 | O=C(NCCC1=CCCCC1)c1[nH]c(C(F)(F)F)nc1-c1ccccc1
-1 | COC(=O)C[C@@H]1C=C[C@@H](NC(=O)c2cccnc2)[C@@H](CO)O1
-1 | Cc1ccc(S(=O)(=O)N2[C@H](CC(=O)c3ccc(F)cc3)OC[C@@H]2C)cc1

4 successive compounds from above, for reference:
Wnt act | Structure
-3 | CCCCCCCCN1C(=O)[C@@H](CC(=O)NCCCC)C[C@@]2(C(=O)OC)C1=C[C@H](C(C)(C)C)O[C@@H]2C
-6 | COC(=O)[C@@]12C[C@@H](CC(=O)NCCc3ccccc3OC)C(=O)N(Cc3cccc4ccccc34)C1=CCC(C)(C)C2
-5 | CCc1nc2c(OCc3ccc(C(=O)OC)cc3)cccn2c1N(C)C(=O)CC(C)C
0 | CC(C)C[C@@H]1Cc2[nH][nH]c(=O)c2[C@H](C)O1

Next compounds:
Wnt act | Structure
1 | CC(=O)C1=CCN(C)CC1
0 | CN(C)CCN(C(=O)c1ccc2ccccc2c1)c1nc2cc3c(cc2s1)OCO3
-1 | Cc1cc(F)ccc1-c1cc(C(=O)NCc2cccs2)[nH]n1
-1 | CC(C)N1CCC1(C)C(=O)Nc1ccccc1OC(F)F (centres undefined)
-7 | Cc1ccc(S(=O)(=O)N(C)C[C@@H]2OCCCC[C@H](C)Oc3ccc(NC(=O)Nc4ccc(F)cc4)cc3C(=O)N([C@H](C)CO)C[C@H]2C)cc1
-6 | O=C(CSc1nnc2n1CCCCC2)NCc1ccccc1
-5&-4 | CC(C)(C)n1nnnc1C(c1ccccc1)N1CCN(c2ncccc2C(F)(F)F)CC1 (centres undefined)
-4 | COc1ccccc1Cn1c(=S)[nH]c2cc(C(=O)N3CCCC(C)C3)ccc2c1=O (centres undefined)
-2 | CC(C)(C)Cc1c(C2CCCCC2)nc2ccc(Cl)cn12
-2 | CC(=O)Nc1ccc(NC(=O)c2csc([C@@H]3C[C@H](O)[C@@H](CO)O3)n2)cc1
0 | CCCCNC(=O)C1c2ccccc2OCC(=O)N1CCc1c[nH]c2ccccc12 (centres undefined)
7 | COc1ccc(C(O)c2nc(-c3ccc(N(C)C)cc3)cs2)cc1 (centres undefined)
-4 | C=CCN1[C@@H](C)[C@H](c2ccccc2)Oc2cccc(NCCc3ccccc3)c2S1(=O)=O
-4 | COCCCNC(=O)C[C@@H]1C[C@@]2(C(=O)OC)CC(C)(C)CC=C2N(CCc2ccc(OC)c(OC)c2)C1=O
-1 | Cc1ccccc1S(=O)(=O)NC(=O)C1(C)CCN1C(=O)CCc1ccccc1 (centres undefined)
-1 | Cc1cccc(S(=O)(=O)NC(=O)C2(C)CCN2C(=O)C2(c3ccc(Cl)cc3)CC2)c1 (centres undefined)
-1 | OCc1cccc(-c2csc(C(O)c3ccccc3)n2)c1 (centres undefined)
-3 | COC(=O)[C@]12C[C@H](CC(=O)NCCC(C)C)C(=O)N(Cc3ccc4c(c3)OCO4)C1=C[C@H](C(C)(C)C)O[C@@H]2C
17 | O=C(Nc1ccccc1)c1cc(C2CCCN(C(=O)CCc3ccccc3)C2)on1 (centres undefined)
1 | COc1ccccc1-c1csc(C(O)c2ccc(F)cc2)n1 (centres undefined)
-3 | N#CCCN(Cc1ccccc1)C(C(=O)NC1CCCCC1)C1CC1 (centres undefined)
-2 | Cc1cc(C(=O)N2CCC2(C)C(=O)NCC(C)(C)C)nn1C (centres undefined)
-1 | Cc1cc(C)cc(C(O)c2ncc(-c3ccccc3)[nH]2)c1 (centres undefined)
-6 | Cc1c(C(=O)NCc2ccc(C(C)C)cc2)sc(=O)n1Cc1ccc(S(=O)(=O)N(C)C)cc1
11 | CCn1c(=O)c([N+](=O)[O-])c(NCc2ccco2)c2ccccc21
-5 | C[C@@H]1ON(C)[C@H]2C[C@H]3c4[nH]c5cccc(Br)c5c4CCN3C(=O)[C@@H]12
2 | Cc1cccc(NC(=O)CSc2nnc(NC(=O)CN3CCCCC3)s2)c1
-3 | NC(=O)c1cccc(-c2coc3c(C(=O)NC4CCCCC4)cccc23)c1
-2 | COC(=O)[C@]12CCCCC=C1N(CCC1=CCCCC1)C(=O)[C@H](CC(=O)N1CCCC1)C2
0 | CCCS(=O)(=O)NC(=O)C1(C)CCN(C(=O)c2cccc(C)c2C)C1 (centres undefined)
-4 | Cc1cccnc1C(NC(=O)C1CCN(CCCOc2ccc(F)cc2)CC1)c1ccccc1 (centres undefined)
-1 | Cn1ccc2c(-c3ccc(CO)cc3)cc3c(c21)C1CCC3C1 (centres undefined)
0 | COc1ccc(CCC(=O)Nc2c(-c3ccc(N(C)C)cc3)[nH][nH]c2=O)cc1
-2 | COc1ccc(/C=N/NC(=O)Cn2cnc3c2c(=O)n(C)c(=O)n3C)c(OC)c1OC
2 | COc1ccc(NC(=O)COC(=O)c2ccc3c(c2)OCCO3)cc1
-2 | CCCCNC(=O)C[C@H]1C[C@@]2(C(=O)OC)C(=C[C@H](COCc3ccccc3)O[C@@H]2C)N(CCC2=CCCCC2)C1=O
-1 | COc1ccccc1-c1csc(C(NC(C)=O)c2ccc(F)c(F)c2)n1 (centres undefined)
7 | C=C(C)Cn1c2ccc(NC(=O)NCc3ccccc3)cc2c(=O)n1C
0 | O=C(NCc1ccccc1)[C@@H]1CCCN1C(=O)[C@H]1CCCN1C(=O)c1ccc(Cl)cc1
